# Source: PubChem (several laboratories)
# PLAP inhibitors HTS = inhibition of human placental alkaline phosphatase – biochemical, luminescence, HTS (AID 690); purified PLAP, luminescent substrate; higher % means a stronger effect; inhibition, % at 20 µM; hits with a dose series show IC50 in µM; 96,000 tested, 0.08% active; in the data active = a potency from the dose series; inactive = the rest, 99 in 100 with inhibition below about 30%; note: strong numbers were not always called active
# NFkB transloc inh = blocks IL-1B driven NFkB nuclear translocation in HUVEC cells. inhibition, % at 2 µM. AID 796. 94,000 tested, 0.43% active. HUVEC IL-1B NFkB p65 nuclear translocation imaging;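 active = inhibition above about 30% together with a positive call from visual inspection of the well image, limit read from the data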;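 note: nuclear over cytoplasmic p65 intensity ratio measured by imaging; 0% = IL-1B stimulated DMSO wells and 100% = unstimulated DMSO wells; values of inactives mirror those of a sister screen read the other way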
# Bcl-B TR3 displacers = displacers of TR3 peptide from Bcl-B, primary screen, selectivity assay for Bfl-1 inhibitor project, biochemical, fluorescence polarization | displacement, % at 20 µM; hits with a dose series show IC50 in µM | FP displacement of FITC-TR3 peptide from Bcl-B; higher % means a stronger effect | 96,000 tested, 0.11% active;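 active = displacement above 50% at 20 µM plus a fluorescence interference ratio under 1.5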;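 note: plate controls were wells without compound for no effect and wells lacking Bcl-B protein for full effect; a part of the inactive calls stands beside numbers as strong as those of hits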
# IL1B NFkB pot = enhances IL-1B driven NFkB nuclear translocation; HUVEC IL-1B NFkB p65 nuclear translocation imaging; 94,000 tested, 0.3% active; AID 819; activation, % at 2 µM;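 active = activation above 40%, about the mean plus 3 SD, also judged a hit on visual image review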;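 note: percent activation is computed from the nuclear over cytoplasmic p65 intensity ratio; values of inactives mirror those of a sister screen read the other way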
# MRP resist rev = reverses drug resistance mediated by MRP. H69AR cells + 2 uM doxorubicin, CellTiter-Glo, 72 h. differential viability (reversal), % at 10 µM. 85,000 tested, 0.04% active. AID 602;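 active = viability drop by adding the cancer drug above about 55%, with treated viability meeting a 40% cutoff, limit read from the data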;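 note: viability without doxorubicin minus viability with 2 µM doxorubicin for each compound; larger differential means the compound sensitizes cells more to doxorubicin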
# MRP resist rev cytotoxicity = further read-out of MRP resist rev, marked with its call; viability, %; H69AR cells, CellTiter-Glo, 72 h; measured here: cytotoxicity without doxorubicin
# MRP resist rev with doxorubicin = also measured in MRP resist rev; calls as there; viability, %; measured here: viability with 2 uM doxorubicin; active compounds read low
# NFkB transloc inh cell count 2 µM = also measured in NFkB transloc inh; calls as there; cell count; measured here: cells passing quality filter;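 raw number of nuclei counted in each imaged well without normalization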
# IL1B NFkB pot cell count 2 µM = further read-out of IL1B NFkB pot, marked with its call; cell count; measured here: cells passing quality filter
# Active calls of the source: *; x = not tested or not shown.
# Order of results: PLAP inhibitors HTS	NFkB transloc inh	NFkB transloc inh cell count 2 µM	Bcl-B TR3 displacers	IL1B NFkB pot	IL1B NFkB pot cell count 2 µM	MRP resist rev	MRP resist rev cytotoxicity	MRP resist rev with doxorubicin
- COC(=O)[C@@H](NC(=O)NCc1ccccc1F)C(C)C
 : 14%	-2	149	2%	2	149	-10	89	98
- CC(=O)Nc1ccc(S(=O)(=O)Nc2cccc(NC(=O)C(C)(C)C)c2)cc1
 : -14%	0	92	-1%	0	92	-4	83	87
- CC1(C)CC(=O)c2cnc(N3CCc4ccccc4C3)nc2C1
 : -12%	-8	101	-4%	8	101	13	100	87
- O=C(COc1ccccc1)Nc1nonc1NC(=O)COc1ccccc1
 : 13%	-13	183	6%	13	183	20	93	73
- Oc1ccc2ccccc2c1C=NCc1cn2ccsc2n1
 : -20%	8	181	-2%	-8	181	-5	80	85
- CC1(c2ccc(Cl)c(Cl)c2)NC(=S)N2C1NC(=S)N2c1ccccc1 (configuration not stated)
 : -34%	x	x	-14%	x	x	-7	74	81
- CCCC(=O)c1cc(F)c(N2CCN(CCC#N)CC2)cc1C
 : -51%	-3	144	-4%	3	144	-8	92	100
- CCOC(=O)c1cnc(-c2cccc(OC)c2)[nH]c1=O
 : -11%	5	131	-4%	-5	131	8	104	96
- CCOC(=O)CCn1nc(-c2ccccc2)cc1N
 : -2%	4	221	-12%	-4	221	4	92	88
- Cc1cc2ncc(-c3ccc(Cl)cc3)c(N)n2n1
 : -104%	-21	47	-2%	21	47	5	79	74
- O=C(Cc1cccs1)N1CCC(c2nc3c(nnn3Cc3ccc(F)cc3)c(=O)[nH]2)CC1
 : -34%	-6	124	-7%	6	124	x	x	x
- Cc1nn(-c2ccccn2)c2c1-c1nc(N3CCOCC3)ncc1CC2
 : -35%	-9	160	-3%	9	160	-7	10	17
- Cn1c(=O)c2c(nc(Oc3ccc4ccccc4c3)n2C)n(C)c1=O
 : -29%	5	61	5%	-5	61	-18	94	112
- COc1ccc(OC)c(C2=Nn3c(nnc3-c3cccc(OC(C)C)c3)SC2)c1
 : 5%	-16	202	-5%	16	202	-16	62	78
- OCCCc1nc2n(n1)C(c1ccccc1)C=C(c1ccc(F)cc1)N2 (configuration not stated)
 : x	3	74	x	-3	74	-6	58	64
- CC(=O)C1=C(C)NC(SCC(N)=O)=C(C#N)C1C (configuration not stated)
 : 19%	-2	112	6%	2	112	4	104	99
- CN(CC(=O)Nc1ccccc1C(=O)N1CCCC1)S(=O)(=O)c1ccc(Cl)cc1
 : -16%	3	173	4%	-3	173	27	96	70
- O=C(NCC1CCCO1)c1ccc(COc2ccc(F)cc2)o1 (configuration not stated)
 : 0%	-6	172	-2%	6	172	9	89	80
- COc1ccc(S(=O)(=O)N(CC(=O)N/N=C/c2cccs2)c2ccc(C)cc2)cc1OC
 : 0%	4	170	-4%	-4	170	x	x	x
- O=C(O)C1C2C=CC(C2)C1C(=O)NCc1ccccn1 (configuration not stated)
 : -10%	-8	158	7%	8	158	-3	92	95
- CC(=O)c1c(O)c(C)c(-c2ccccc2)n(-c2ccccc2)c1=O
 : 12%	4	133	2%	-4	133	x	x	x
- COC(=O)CSc1nc2c(c(=O)n(C)c(=O)n2C)n1CCC(C)C
 : -57%	x	x	45%	x	x	13	87	74
- CCN(C(=O)c1cccs1)c1nnc(-c2ccncc2)s1
 : 18%	-9	166	2%	9	166	-4	88	91
- Cc1nnc(SCCC(C)C)[nH]c1=O
 : 10%	-2	109	-6%	2	109	3	96	92
- Cc1c(NC(=O)CSC2=C(C#N)C(c3ccccc3F)CC(=O)N2)c(=O)n(-c2ccccc2)n1C (configuration not stated)
 : -32%	-2	115	4%	2	115	5	96	90
- O=C(COC(=O)[C@H](Cc1ccccc1)NC(=O)c1ccco1)NCc1ccccc1
 : -11%	4	177	6%	-4	177	x	x	x
- Cc1cc2ncn(C(=O)c3c(-c4ccccc4)noc3C)c2cc1C
 : 6%	10	101	0%	-10	101	x	x	x
- CCOC(=O)Cn1nnnc1C(CC)N(Cc1ccccc1)Cc1cc2cc(C)ccc2[nH]c1=O (configuration not stated)
 : -62%	-11	157	-4%	11	157	0	79	78
- COc1cc(CC(=O)NCCc2ccc(OCc3ccccc3)cc2)c([N+](=O)[O-])cc1OC
 : -14%	8	129	-15%	-8	129	x	x	x
- Cc1ccc(C2CN=NC23CCc2ccccc2C3=O)cc1 (configuration not stated)
 : -12%	-4	170	-6%	4	170	7	77	70
- Cc1cccc(NC(=O)CC2Nc3cccc4cccc(c34)NC2=O)c1 (configuration not stated)
 : 3%	-3	134	3%	-5	124	x	x	x
- COc1cccc(-c2nc3n(n2)C(c2cccs2)C(C(=O)Nc2cccnc2)=C(C)N3)c1 (configuration not stated)
 : -44%	x	x	-4%	x	x	x	x	x
- O=C(NC(C(=O)N1CCCC1C(=O)O)=C1CCCCC1)c1ccccc1 (configuration not stated)
 : -20%	x	x	-2%	x	x	-5	99	104
- Cc1ccc2[nH]c(=O)c(CNC(C)(C)C)cc2c1
 : 10%	2	75	-5%	-2	75	6	100	94
- Cc1nn2c(NCCCN(C)C)c3c(nc2c1-c1ccccc1)CCC3
 : -37%	-13	202	-1%	13	202	3	7	4
- CCc1ccccc1NC1=NCC(=O)N1Cc1ccccc1
 : 1%	2	91	0%	-2	91	13	90	77
- O=C(COC(=O)c1cccs1)NCCN1C(=O)CSC1=O
 : 24%	4	97	1%	-4	97	-6	92	99
- COc1ccccc1N1CCN(C(=O)C2CCN(S(=O)(=O)c3ccccc3)CC2)CC1
 : -32%	9	135	-2%	-9	135	24	107	83
- N#Cc1c2n(c3c(=O)n(Cc4ccc(Cl)cc4)cnc13)CCCCC2
 : -51%	-26	126	-12%	25	126	-19	81	100
- COc1ccc(C2C3=C(CCCC3=O)Nc3nc(-c4cc(OC)c(OC)c(OC)c4)nn32)cc1OC (configuration not stated)
 : -55%	-10	161	-4%	10	161	5	81	76
- CN1CCC(OC(=O)COc2ccc(C(C)(C)C)cc2)CC1
 : -28%	-6	102	2%	6	102	4	94	91
- COC(=O)c1ccc(CNC(=O)CSc2nc3sc(C)c(C)c3c(=O)n2C)o1
 : 1%	-18	112	-2%	18	112	-7	74	82
- CCC(C(=O)OC)n1cnc2c(nnn2-c2cccc(Cl)c2)c1=O (configuration not stated)
 : -9%	8	176	9%	-8	176	-4	95	100
- COc1cc(OC)cc(-c2nc3cc(C)ccc3o2)c1
 : 4%	-5	115	-1%	5	115	-28	31	59
- Cc1nc2ccccc2c2nc3ccccc3n12
 : 2%	-11	141	5%	11	141	-1	66	66
- O=C(Nc1ccc(F)cc1)N1CCN(C/C=C/c2ccccc2)CC1
 : -42%	-2	151	-5%	2	151	14	93	79
- Cc1ccc(OCC(=O)Nc2cccc3nsnc23)c(C)c1
 : 3%	-1	152	-63%	1	152	4	84	80
- Cc1cccc(C(=O)O)c1NC(=O)c1ccc(F)cc1
 : x	4	156	x	-4	156	7	92	84
- Nc1ccc2c(c1)CCC2=O
 : x	-2	128	x	2	128	-2	105	107
- Cc1cc2c(ncn2Cc2ccccc2)c([N+](=O)[O-])c1C
 : 20%	x	x	-4%	x	x	x	x	x
- CC(C(=O)Nc1cccnc1)N1C(=O)c2ccccc2C1=O (configuration not stated)
 : 17%	1	122	0%	-1	122	-10	90	100
- COCCn1cc(C(=O)NCCCN2CCC(C)CC2)c2c3ccccc3n(C)c2c1=O
 : -38%	x	x	12%	x	x	6	87	80
- O=C(NCc1ccco1)Nc1ccccc1Cl
 : 19%	3	119	-2%	-3	119	-18	88	105
- O=C(OCCNc1ncc(C(F)(F)F)cc1Cl)c1ccc(S(=O)(=O)N2CCOCC2)cc1
 : -44%	-9	193	1%	9	193	3	85	82
- CCOc1ccccc1NC(=O)CN(c1cc(C)cc(C)c1)S(=O)(=O)c1c(C)noc1C
 : 0%	5	54	-2%	-5	54	7	73	67
- CC(=O)OC[C@H]1O[C@@H](n2ccc(=O)[nH]c2=S)C(OC(C)=O)C1OC(C)=O (some centres not stated)
 : -16%	11	97	13%	-11	97	14	86	72
- CCC(C)C(=O)Nc1nc(C)c(-c2csc(Nc3cc(Cl)ccc3OC)n2)s1 (configuration not stated)
 : -6%	7	187	-37%	-7	187	x	x	x
- CS(=O)(=O)N1CCN(c2ccccc2NC(=O)CSc2ccc(Cl)cc2)CC1
 : -50%	2	162	-16%	-2	162	9	85	76
- Cn1cnnc1SCc1cccc(Br)c1
 : -32%	2	120	-15%	-2	120	7	93	87
- CC(C)CN(Cc1c(O)ccc2c3c(c(=O)oc12)CCC3)CC(C)C
 : -2%	0	172	4%	0	172	6	92	86

# Shown tab-delimited: entries from further up
SMILES	PLAP inhibitors HTS	NFkB transloc inh	NFkB transloc inh cell count 2 µM	Bcl-B TR3 displacers	IL1B NFkB pot	IL1B NFkB pot cell count 2 µM	MRP resist rev	MRP resist rev cytotoxicity	MRP resist rev with doxorubicin
Cc1nc2ccccc2c2nc3ccccc3n12	2%	-11	141	5%	11	141	-1	66	66
O=C(Nc1ccc(F)cc1)N1CCN(C/C=C/c2ccccc2)CC1	-42%	-2	151	-5%	2	151	14	93	79
Cc1ccc(OCC(=O)Nc2cccc3nsnc23)c(C)c1	3%	-1	152	-63%	1	152	4	84	80
Cc1cccc(C(=O)O)c1NC(=O)c1ccc(F)cc1	x	4	156	x	-4	156	7	92	84
Nc1ccc2c(c1)CCC2=O	x	-2	128	x	2	128	-2	105	107
Cc1cc2c(ncn2Cc2ccccc2)c([N+](=O)[O-])c1C	20%	x	x	-4%	x	x	x	x	x
CC(C(=O)Nc1cccnc1)N1C(=O)c2ccccc2C1=O (configuration not stated)	17%	1	122	0%	-1	122	-10	90	100
COCCn1cc(C(=O)NCCCN2CCC(C)CC2)c2c3ccccc3n(C)c2c1=O	-38%	x	x	12%	x	x	6	87	80
O=C(NCc1ccco1)Nc1ccccc1Cl	19%	3	119	-2%	-3	119	-18	88	105
O=C(OCCNc1ncc(C(F)(F)F)cc1Cl)c1ccc(S(=O)(=O)N2CCOCC2)cc1	-44%	-9	193	1%	9	193	3	85	82
CCOc1ccccc1NC(=O)CN(c1cc(C)cc(C)c1)S(=O)(=O)c1c(C)noc1C	0%	5	54	-2%	-5	54	7	73	67
CC(=O)OC[C@H]1O[C@@H](n2ccc(=O)[nH]c2=S)C(OC(C)=O)C1OC(C)=O (some centres not stated)	-16%	11	97	13%	-11	97	14	86	72

# (further entries)
# Order of results: PLAP inhibitors HTS	NFkB transloc inh	NFkB transloc inh cell count 2 µM	Bcl-B TR3 displacers	IL1B NFkB pot	IL1B NFkB pot cell count 2 µM	MRP resist rev	MRP resist rev cytotoxicity	MRP resist rev with doxorubicin
- Cn1cc(CN2CCN(c3ccccc3)CC2)c2ccccc21
 : -36%	9	116	-2%	-9	116	-13	74	86
- CCOC(=O)c1c(CN2CCN(C)CC2)n(C)c2cc(Br)c(OC)cc12
 : -54%	x	x	-12%	x	x	1	7	6
- Cc1ccc(N2C(=O)c3ccccc3C2O)nc1 (configuration not stated)
 : 2%	x	x	2%	x	x	-4	52	55
- CC1/C(=C\c2ccc(Cl)cc2)C(=O)C2CC1C2(C)C (configuration not stated)
 : 22%	13	150	7%	-13	150	x	x	x
- CCc1cc(Br)ccc1N1C(=O)C2CC=CCC2C1=O (configuration not stated)
 : x	5	152	x	-5	152	x	x	x
- O=C(Nc1cccc2cccnc12)c1cccc2ccccc12
 : 20%	-4	169	12%	4	169	25	57	32
- c1ccc(Sc2nc(N3CCCCC3)nc(N3CCCCC3)n2)nc1
 : -50%	-14	52	-4%	14	52	-6	71	77

# A portion of the library (hit frequency here may not be typical).
